MEKK2mut PB1 HTS: signal of MEK5 binding to mutant human MEKK2 PB1 domain; bead flow cytometry, Alexa488-MEK5 binding to MEKK2 mutant; percent response, % at 10 µM; 0.35% of 290,000 active; in the data active = percent response above about 24%, passing the limit was not always enough; note: inactives centre near 1; some results filed as inactive read as strong as hits
M18AAP inhibitor: blocks P. falciparum M18 aspartyl aminopeptidase; recombinant PfM18AAP, H-Glu-NHMec fluorogenic cleavage; inhibition, % at 7.35 µM; 1.2% of 290,000 active;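 active = inhibition above the campaign mean inhibition over all tested compounds plus 3 SD, cut at about 28% in these data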;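 note: 0% = plate median of test compound wells and 100% = 2 mM ZnCl2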
GPR7 antagonist: blocks human GPR7 receptor signaling | 1.1% of 290,000 active | inhibition, % at 4.4 µM | P48145 | AID 1861 | GPR7-expressing cells, fluorescence antagonist assay; in the data active = inhibition above about 16%, passing the limit was not always enough;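 note: cells stimulated with the agonist NPW; 0% = agonist with vehicle and 100% = vehicle without agonist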
Target sequence (P48145 whole entry, looked up): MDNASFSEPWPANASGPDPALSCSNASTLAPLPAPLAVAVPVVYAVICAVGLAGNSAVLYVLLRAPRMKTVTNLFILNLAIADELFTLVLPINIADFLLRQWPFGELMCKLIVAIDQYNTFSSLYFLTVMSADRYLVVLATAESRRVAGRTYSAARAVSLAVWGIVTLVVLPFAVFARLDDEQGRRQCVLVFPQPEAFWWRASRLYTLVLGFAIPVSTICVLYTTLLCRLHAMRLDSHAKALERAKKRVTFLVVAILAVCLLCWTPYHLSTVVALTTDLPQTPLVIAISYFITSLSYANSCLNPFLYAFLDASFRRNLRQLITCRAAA
GalR3 antagonist: blocks the human galanin receptor 3; inhibition, % at 3 µM; HEK293 GalR3-CNG cAMP membrane potential fluorescence; galR3 body fused to GalR1 C-terminus; 0.44% of 360,000 active; O60755;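 active = inhibition above the screen-wide average plus 3 SD, cut at about 13% in these data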;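 note: forskolin and galanin both at EC90 stimulate the cells; cAMP rise reported by CNG channel membrane potential dye signal; 0% = forskolin plus galanin with DMSO and 100% = forskolin alone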
Target sequence (O60755 1-299 limits assumed): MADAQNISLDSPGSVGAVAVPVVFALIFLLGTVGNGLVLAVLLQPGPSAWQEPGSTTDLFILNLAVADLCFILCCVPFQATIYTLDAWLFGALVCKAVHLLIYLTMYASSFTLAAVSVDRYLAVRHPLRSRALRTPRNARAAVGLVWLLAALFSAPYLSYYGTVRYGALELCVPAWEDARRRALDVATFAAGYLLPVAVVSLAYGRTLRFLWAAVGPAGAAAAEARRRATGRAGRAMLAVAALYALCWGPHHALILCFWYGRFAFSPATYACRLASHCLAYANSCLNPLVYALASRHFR
NALP1 inh: inhibitors of NALP1 inflammasome in yeast; AID 2071; inhibition, % at 10 µM; S. cerevisiae NALP1/ASC/caspase-1 growth, X-gal OD620, 72 h; 0.61% of 280,000 active; in the data active = inhibition mostly above about 24%, no sharp cut-off; inactive = mostly below about 32%; note: some compounds called inactive have numbers as strong as hits
OXTR agonist: activates the human oxytocin receptor; P30559; AID 2435; 0.32% of 320,000 active; CHO-OTR cells, Fluo-8 calcium fluorescence; normalized: DMSO 0%, oxytocin 100%; activation, % at 3 µM;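 active = activation above the mean of all tested compounds plus 3 SD, cutoff set per screening run, cut at about 20% in these data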;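 note: peak over basal fluorescence ratio from a 100 s FLIPR kinetic read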
Target sequence (P30559 whole entry, looked up): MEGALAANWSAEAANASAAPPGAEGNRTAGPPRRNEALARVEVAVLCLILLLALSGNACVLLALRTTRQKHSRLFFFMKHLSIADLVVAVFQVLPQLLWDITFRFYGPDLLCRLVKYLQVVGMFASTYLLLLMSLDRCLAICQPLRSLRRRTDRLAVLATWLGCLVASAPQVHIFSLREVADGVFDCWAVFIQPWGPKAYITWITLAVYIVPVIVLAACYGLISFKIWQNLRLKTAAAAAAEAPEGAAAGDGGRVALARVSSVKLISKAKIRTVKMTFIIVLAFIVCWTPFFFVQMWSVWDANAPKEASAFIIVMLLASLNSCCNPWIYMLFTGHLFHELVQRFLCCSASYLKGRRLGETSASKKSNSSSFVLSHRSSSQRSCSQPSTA
OXTR potentiate: potentiates the human oxytocin receptor response; CHO-OTR cells, Fluo-8 calcium fluorescence, potentiator mode; 0% = oxytocin EC15, 100% = EC100; activation, % at 3 µM; 0.061% of 320,000 active; AID 2445;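 active = activation above that plate's cutoff, the mean activation of tested compounds plus 3 SD, cut at about 6.6% in these data, passing the limit was not always enough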;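 note: 100% uses oxytocin at 75 nM as the full agonist control; some results filed as inactive read as strong as hits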
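Material: CHO-OTR cells, human receptor; compound dosing: single dose, 3.0 µM nominal final compound concentration; schedule: 6 min compound pre-incubation at room temperature, 100 s kinetic read; measured by: kinetic Fluo-8 calcium fluorescence; read-out basis: % activation vs EC15 and EC100 oxytocin; controls: EC15 oxytocin alone as 0%, 75 nM oxytocin as 100%; replicates: singlicate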
MEKK2 WT-MEK5: raises or lowers MEK5 binding to wildtype human MEKK2 PB1 domain; bead flow cytometry, Alexa488-MEK5 binding to MEKK2 WT; actives lie on both sides; binding response (% of control), % at 10 µM; 1.1% of 290,000 active; in the data active = binding response below about 67% or above about 130%
V1R ag counter: activates human V1a receptor in oxytocin agonist counter-screen; activation, % at 3 µM; P37288; 0.25% of 320,000 active; CHO-V1R cells, Fluo-8 calcium fluorescence, agonist mode; 0% DMSO, 100% 3 nM vasopressin;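 active = activation above the mean activation of all tested compounds plus 3 SD, per screening run, cut at about 20% in these data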;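 note: signal is peak over basal fluorescence ratio across a 100 second FLIPR read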
An asterisk follows results filed as active; . = not tested or not shown.

compound	MEKK2mut PB1 HTS	M18AAP inhibitor	GPR7 antagonist	GalR3 antagonist	NALP1 inh	OXTR agonist	OXTR potentiate	MEKK2 WT-MEK5	V1R ag counter
COc1ccc(C(=O)Nc2ccc(NC(=O)CSc3nnc(-c4ccncc4)n3C)cc2)cc1	4.0	-0.8	-5.4	-9.5	-2.4	0.2	-8.5	102.0	0.0
O=C(O)C1(S(=O)(=O)CCC(F)=C(F)F)CC1	-7.0	-0.2	-3.8	-2.0	2.0	0.1	-8.6	100.0	-0.3
CC/C(=N\NC(=O)CSCc1ccccc1Br)c1ccc2c(c1)OCCO2	-4.0	3.6	-2.0	-4.8	4.7	1.9	-14.5	85.0	0.2
O=C(Cn1cc([N+](=O)[O-])cn1)NCc1cc2ccccc2[nH]1	0.0	-14.9	-2.2	-5.8	13.5	0.5	-7.0	100.0	0.0
CC1CCCC(NC(=O)CN2C(=O)NC(Cc3c[nH]c4ccccc34)C2=O)C1C (stereo unspecified)	.	.	.	-4.3	.	0.8	-7.1	.	1.1
COc1cc(/C=C/c2cc[n+](C)cc2)ccc1OCC(=O)Nc1ccccc1	6.0	4.8	-8.7	-6.4	-9.5	0.5	-5.8	109.0	0.1
CCOC(=O)c1sc2nc(C)[nH]c(=S)c2c1C	-15.0	-0.6	4.4	-3.5	-2.5	.	.	81.0	.
CCn1c(Cc2c(C)[nH]c3ccccc23)nnc1SCC(=O)NCc1ccccc1	3.0	1.2	-3.3	0.0	-2.0	0.0	-17.9	104.0	0.2
Cc1ccc(S(=O)(=O)CC(=O)Nc2c(C)n(C)n(-c3ccccc3)c2=O)cc1	-3.0	-3.0	1.4	-1.8	-9.6	0.1	-2.8	95.0	-0.8
CCOC(=O)/C(C#N)=C1\CCCN1CC(N)=S	-6.0	30.8*	-5.3	-6.5	14.3	1.4	2.8	91.0	0.0
Cc1ccc2c(c1)N(CC(=O)N1CCCCCC1)C(=O)c1cccnc1O2	11.0	2.0	-5.1	2.0	9.7	-0.9	-1.8	107.0	1.2
COc1ccc(CNc2c(C(=O)O)cnc3c2cnn3C)cc1	-7.0	0.9	-6.9	-3.9	11.9	-2.5	-10.9	92.0	0.0
COc1ccc(NC(=O)CN(C)C(=O)C2CC(=O)N(c3ccc4c(c3)OCCO4)C2)cc1 (stereo unspecified)	.	.	.	-3.4	.	1.5	6.5	.	1.8
CC(=O)Nc1ccc(C(=O)OCC(=O)Nc2ccccc2Sc2ccccc2)cc1	1.0	2.1	-8.8	0.2	33.3	1.0	-10.6	105.0	3.5
CCOC(=O)c1sc(NC(=O)CCSC)nc1C	-3.0	-0.2	-10.2	-5.8	15.7	-0.5	3.5	93.0	-0.1
CCN(CC)S(=O)(=O)c1ccc(Cl)c(NC(=O)COc2ccc(OC)cc2)c1	-2.0	-1.3	1.1	-6.9	-17.2	9.6	-13.4	101.0	6.8
Cc1ccc(/C(O)=C2\C(=O)C(=O)N(CC(C)O)C2c2ccc(N(C)C)cc2)cc1 (stereo unspecified)	4.0	9.8	-14.6	2.1	28.2	1.0	4.8	99.0	-0.4
COc1cccc(N2C(=O)CC(NNC(=O)c3cccs3)C2=O)c1 (stereo unspecified)	-1.0	2.7	-11.2	-9.0	21.0	1.3	-6.5	101.0	0.5
COc1cccc(CNS(=O)(=O)c2ccc3c(c2)CC(C)N3C(=O)C2CCC2)c1 (stereo unspecified)	3.0	2.6	17.9	-10.7	10.6	10.8	-23.2	99.0	7.6
Cc1cc(NC(=O)CSCC(=O)OCc2nnc(-c3ccccc3)o2)no1	3.0	-15.6	-9.3	-2.4	10.2	-0.8	-3.5	101.0	0.1
CCOc1cc(N2CCOCC2)c(OCC)cc1NC(=O)Cc1cn2ccsc2n1	2.0	4.4	-8.2	1.3	14.7	-0.3	1.3	98.0	0.8
Cc1ccccc1N(CC(=O)N1CCOCC1)S(C)(=O)=O	0.0	-0.7	1.9	-1.8	4.1	1.2	-4.0	98.0	0.2
COc1ccc(N2CCN(Cc3nc4c(c(=O)n(C)c(=O)n4C)n3CCc3ccccc3)CC2)cc1	3.0	4.2	-5.0	.	8.5	0.2	-4.1	99.0	1.4
CCOC(=O)C(O)(CCC(O)(C(=O)OCC)C(=O)OCC)C(=O)OCC	3.0	3.9	-8.0	-1.8	-5.2	0.6	2.1	98.0	-0.1
Cc1noc(C)c1COC(=O)c1ccc(N(C)C)cc1	-8.0	2.4	-3.1	-5.1	17.3	-0.2	-5.3	91.0	-0.3
O=C(Nc1cccc(O)c1)c1ccc(C(=O)c2ccccc2)o1	-2.0	-0.9	8.2	-5.5	26.4	-1.7	-7.2	105.0	0.5
O=C(NCCNC(=O)c1cnccn1)c1ccc(Cl)c(Cl)c1	-1.0	-19.1	-12.8	-7.0	2.8	1.6	-4.1	100.0	1.2
CCCCn1c(SCC(=O)N2CCCCC2)nc2cc(S(N)(=O)=O)ccc21	-15.0	4.0	4.2	-6.3	17.8	0.1	-3.8	87.0	0.8
Cc1ccc(-c2cc(N)on2)cc1	1.0	5.7	-2.0	1.1	15.8	-0.5	4.6	99.0	-0.8
CCOC(=O)C1(C)NC(c2ccco2)C2C(=O)N(c3ccccc3)C(=O)C21 (stereo unspecified)	-1.0	-1.3	-7.0	-6.1	-13.2	0.4	-7.0	97.0	3.3

compound	MEKK2mut PB1 HTS	M18AAP inhibitor	GPR7 antagonist	GalR3 antagonist	NALP1 inh	OXTR agonist	OXTR potentiate	MEKK2 WT-MEK5	V1R ag counter
CC1=C(C#N)C(c2cccnc2)C2=C(CC(C)(C)CC2=O)N1 (stereo unspecified)	.	-4.7	-3.0	1.6	2.0	-0.3	-3.9	.	-0.3
Cc1cc(O)ccc1-c1cnc2ccccc2n1	4.0	5.2	-9.3	-4.7	17.3	1.8	-2.9	105.0	1.4
CCC1Nc2ccccc2-c2nnc(SC)nc2O1 (stereo unspecified)	1.0	4.9	-5.9	-3.2	5.8	-0.8	-0.4	103.0	-0.7
Cc1oc2ccc(NS(=O)(=O)c3cccc4cccnc34)cc2c1C(=O)OC(C)C	11.0	3.0	-4.3	-2.5	14.5	0.0	-0.6	92.0	0.5
Cc1nc2c(ccc3nc(NC(=O)C(c4ccccc4)c4ccccc4)sc32)s1	-1.0	3.8	-8.3	-2.5	40.3	0.8	-7.8	107.0	0.2
CCc1nn(CC(=O)NCCCN2CCOCC2)c(=O)c2cc3sccc3n12	1.0	-0.7	-6.1	-7.2	10.0	0.1	-0.8	100.0	0.3
O=C(Nc1nnc(S(=O)(=O)N2CCCCC2)s1)c1ccc(Cl)cc1	0.0	3.5	1.2	.	26.0	2.0	-4.7	97.0	3.9
CC(=O)c1ccc(NC(=O)C2CCN(S(=O)(=O)c3cccnc3)CC2)cc1	-2.0	-3.0	5.2	-8.3	16.5	-0.1	-7.5	103.0	-0.2
O=C(c1ccc2c(=O)n(Cc3ccccc3Cl)c(=S)[nH]c2c1)N1CCOCC1	4.0	7.1	-1.5	0.3	-8.6	0.9	-6.8	100.0	0.2
CC(=O)Nc1ccc(NC(=O)Cn2nc([N+](=O)[O-])c(Br)c2C)cc1	-3.0	-4.8	-0.4	-1.4	1.4	0.1	-4.7	90.0	-0.3
CC(C)c1ccc(NS(=O)(=O)c2ccc(-n3cccn3)cc2)cc1	-2.0	4.1	-16.1	0.9	11.2	0.5	-9.3	94.0	0.6
Cc1ccc(C)c(N2CCN(c3ccncc3N)CC2)c1	10.0	-3.2	-2.3	2.9	15.5	3.2	-4.4	104.0	4.5
COc1ccc(-c2csc3nc(-c4ccc(C)cc4)oc(=O)c23)cc1OC	-1.0	4.4	-2.5	-2.7	40.2	-0.5	-5.5	100.0	0.4
CCOc1cccc(/C=C2/NC(=O)N(CC(=O)Nc3cccc(C)c3)C2=O)c1O	-5.0	-6.9	0.9	-1.9	9.3	1.9	-3.8	103.0	2.3
CC1CCN(C(=S)c2cn(Cc3ccccc3F)c3ccccc23)CC1	0.0	-11.3	3.4	-9.4	-4.6	-0.7	-16.8	103.0	-0.8
OC(CNCCc1ccc(C(F)(F)F)cc1)COc1ccc2ccccc2c1 (stereo unspecified)	2.0	-9.2	0.2	-3.7	96.0*	12.0	-14.2	137.0	9.2
CC(C)c1ccc(C(=O)Nc2nnc(S(=O)(=O)N3CCCCC3)s2)cc1	1.0	5.5	66.6*	-5.0	-14.4	2.7	-10.0	96.0	5.2
Cc1cc(C)cc(N(C(=O)Cc2cccs2)C(C(=O)NC2CCCC2)c2ccc(C)o2)c1 (stereo unspecified)	6.0	-2.2	-1.9	-6.5	.	0.3	-3.9	106.0	-1.2
CCc1ccc(NS(=O)(=O)c2ccc3c(c2)oc(=O)n3C)cc1	0.0	-8.2	2.4	-11.3	-3.4	9.3	-17.9	99.0	9.2
COC(=O)C1CCN(CC(N)=O)CC1	10.0	-4.3	11.8	-1.5	-2.4	-0.6	-3.3	103.0	0.3
CS(=O)(=O)Oc1ccc2c(c1)O/C(=C\c1cccnc1)C2=O	-5.0	-9.6	-3.2	-5.8	22.0	1.4	-0.6	94.0	1.9
CCOC(=O)c1ccc(NC(=O)C(=O)NCCc2ccc(OC)cc2)cc1	-1.0	2.0	-16.3	-2.9	3.1	1.3	-14.5	99.0	2.5
COc1ccc(-c2csc3ncn(-c4ccccc4)c(=O)c23)cc1OC	-13.0	3.4	8.4	-6.8	-6.3	0.5	-4.5	88.0	0.6
CCOc1ccccc1C(=O)NC1CC2CCCC(C1)N2Cc1ccc(C)cc1 (stereo unspecified)	16.0	5.1	-12.6	-13.2	11.7	-0.3	-3.2	117.0	0.2
O=C(NNC(=O)c1cc(Cl)nc2ccccc12)c1ccccc1F	.	.	.	-2.4	.	-0.8	-9.9	.	-0.6
Cc1ccc(NC(=O)c2cc(-c3ccc4c(c3)OCO4)on2)cc1C	0.0	-12.8	-6.6	-8.3	16.6	0.5	-4.0	104.0	0.6
COC(=O)C1C2C=CC3(CN(c4ccc(Cl)c(F)c4)C(=O)C13)O2 (stereo unspecified)	3.0	-1.9	-2.8	2.7	22.1	-0.4	6.0	104.0	-0.6
O=C(/C=C/c1ccccc1)N/C(=C/c1ccccc1)C(=O)Nc1cccc(C(=O)O)c1	-12.0	-9.8	8.4	2.0	-4.1	1.4	3.6	88.0	1.1
CC(=O)c1cccc(NC(=O)c2sc(Cl)nc2C)c1	2.0	-18.6	-7.5	-5.7	27.8	0.9	-4.3	107.0	0.8
O=C(CNS(=O)(=O)c1ccccc1)OCC(=O)c1c[nH]c2ccccc12	.	.	.	-2.5	.	3.2	-7.5	.	5.2
O=C(CCN1C(=O)c2ccccc2C1=O)Nc1ccccn1	4.0	6.8	1.6	-6.8	25.4	-0.5	0.6	96.0	1.0
COC(=O)c1cc2ccccc2oc1=O	3.0	4.9	-8.8	0.8	13.8	-0.2	-7.6	102.0	0.1

Bioassay records deposited in PubChem by several laboratories.

Rows are unselected, and some 4.1% of all compounds hit somewhere here.
